# ROCK2 inh – inhibitors of human ROCK2 kinase, primary screen, biochemical, high-throughput, luminescence | Rho-associated protein kinase 2 (Homo sapiens), O75116 | AID 604, 2007 | 60,000 compounds, 0.35% hits | purified ROCK2, Kinase-Glo ATP depletion luminescence | inhibition, % at 6 µM;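 active = inhibition above the screen-wide mean inhibition plus 3 SD, cut at about 18% in these data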;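 note: plate controls were DMSO wells for no effect and Y-27632 control wells after no-enzyme background subtraction for full effect; many of its hits are not listed in these tables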
# CatL block – inhibitors of human cathepsin L, biochemical; Procathepsin L (Homo sapiens), P07711; purified cathepsin L, fluorogenic substrate, fluorescence; inhibition, %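 (tested at 10 µM)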; 58,000 compounds, 0.17% hits; in the data active = inhibition above about 45%;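 note: 0% = enzyme with no compound and 100% = no enzyme blank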
# CatS inh – inhibitors of human cathepsin S, biochemical, compound mixtures; P25774; recombinant cathepsin S, AMC dipeptide fluorescence, pooled mixtures; inhibition, %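 (tested at 5 µM per compound within 10-compound mixtures)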; 62,000 compounds, 0.06% hits; AID 501, 2006; in the data active = inhibition above about 32%, passing the limit was not always enough;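 note: 0% = enzyme without compound and 100% = blank without enzyme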
# Target sequence (P25774 115-331 limits assumed): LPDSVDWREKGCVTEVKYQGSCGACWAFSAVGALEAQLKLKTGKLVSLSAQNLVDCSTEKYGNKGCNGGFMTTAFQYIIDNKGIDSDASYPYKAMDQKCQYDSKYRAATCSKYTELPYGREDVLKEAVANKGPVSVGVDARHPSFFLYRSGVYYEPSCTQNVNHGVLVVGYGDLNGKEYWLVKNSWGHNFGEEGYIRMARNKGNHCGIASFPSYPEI
# FXIIa mix inh – human factor XIIa inhibitors, primary screen, biochemical, pooled compound mixtures, fluorogenic substrate | inhibition, % at 5 µM | Coagulation factor XII (Homo sapiens), P00748 | 62,000 compounds, 0.2% hits | purified FXIIa;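 note: 0% = enzyme without compound and 100% = no enzyme blank; some results filed as inactive read as strong as hits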
# PKA inh – inhibitors of human PKA kinase activity, primary screen, biochemical, ATP-depletion luminescence, Kemptide substrate; AID 524, 2006; 65,000 compounds, 0.1% hits; cAMP-dependent protein kinase catalytic subunit alpha (Homo sapiens), P17612; PKA Kemptide phosphorylation, Kinase-Glo ATP luminescence; inhibition, % at 6 µM;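 active = inhibition above the screen-wide mean inhibition plus 3 SD, cut at about 21% in these data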; note: many of its hits are not listed in these tables
# C1s block – complement C1s protease inhibitors, primary screen, biochemical, 10-compound mixtures. Complement C1s subcomponent (Homo sapiens), P09871. purified C1s, fluorogenic AMC substrate, pooled mixtures. mean inhibition % of two 10-compound mixtures (hits give high values), % at 5 µM (by protocol). 62,000 compounds, 0.16% hits;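 active = inhibition above 20% in each of the two 10-compound mixture wells holding the compound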;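 note: 0% = enzyme wells lacking compound mixture and 100% = no-enzyme blank wells; some compounds called inactive have numbers as strong as hits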
# FXIa inh mix – FXIa protease inhibitors in compound pools, primary screen, biochemical, 10-compound mixtures. Coagulation factor XI (Homo sapiens), P03951. purified FXIa, fluorogenic substrate, pooled mixtures. inhibition, % at 5 µM. 62,000 compounds, 0.19% hits;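 note: each value is inhibition by a whole ten-compound pool holding the compound; 0% = enzyme with no mixture and 100% = wells lacking enzyme; strong numbers were not always called active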
# Target sequence (P03951 19-387 limits assumed): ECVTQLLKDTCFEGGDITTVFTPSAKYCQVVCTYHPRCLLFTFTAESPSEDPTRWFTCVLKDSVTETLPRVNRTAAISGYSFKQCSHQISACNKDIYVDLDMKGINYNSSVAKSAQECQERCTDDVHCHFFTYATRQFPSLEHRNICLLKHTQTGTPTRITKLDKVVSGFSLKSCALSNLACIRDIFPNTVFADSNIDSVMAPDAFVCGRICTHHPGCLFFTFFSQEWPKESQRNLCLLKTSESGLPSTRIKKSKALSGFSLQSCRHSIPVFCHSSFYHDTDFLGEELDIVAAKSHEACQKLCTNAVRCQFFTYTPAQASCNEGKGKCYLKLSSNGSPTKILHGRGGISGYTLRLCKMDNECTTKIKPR
# Target sequence (P03951 388-625 limits assumed): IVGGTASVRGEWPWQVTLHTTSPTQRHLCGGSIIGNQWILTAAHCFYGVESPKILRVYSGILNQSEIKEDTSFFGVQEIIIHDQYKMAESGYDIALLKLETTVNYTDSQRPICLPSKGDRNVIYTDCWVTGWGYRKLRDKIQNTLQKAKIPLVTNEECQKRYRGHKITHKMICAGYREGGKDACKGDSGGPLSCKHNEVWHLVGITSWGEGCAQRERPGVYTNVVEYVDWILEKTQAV
# Cathepsin G inh – human cathepsin G inhibitors, primary screen, biochemical, pooled compound mixtures, AMC fluorescence; inhibition, % at 5 µM (by protocol); purified enzyme, AMC-tetrapeptide fluorescence; 62,000 compounds, 0.2% hits; P08311;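 active = inhibition above 20% in each of the two mixture wells holding the compound; inactive = inhibition of 20% or less in either well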;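 note: 0% = enzyme control without mixture and 100% = blank lacking enzyme; strong numbers were not always called active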
# Target sequence (P08311 21-244 limits assumed): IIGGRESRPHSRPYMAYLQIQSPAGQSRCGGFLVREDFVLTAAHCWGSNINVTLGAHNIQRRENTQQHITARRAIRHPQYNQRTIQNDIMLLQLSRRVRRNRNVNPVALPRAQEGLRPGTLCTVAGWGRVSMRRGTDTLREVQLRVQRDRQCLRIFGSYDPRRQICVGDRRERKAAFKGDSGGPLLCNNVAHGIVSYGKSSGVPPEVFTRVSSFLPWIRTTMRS
# JNK3 inh – JNK3 kinase activity inhibitors, primary screen, biochemical, human, purified enzyme | inhibition, % at 8 µM | 60,000 compounds, 0.61% hits | Mitogen-activated protein kinase 10 (Homo sapiens), P53779 | HTS | AID 746, 2007; in the data active = inhibition above about 17%;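 note: 0% = DMSO and 100% = reference inhibitor; many of its hits are not listed in these tables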
# The depositor's hits bear a star; / = no result given. Cut-off read from the data, not from the text of the source, unless noted: active = inhibition above about 20% (passing the limit was not always enough); inactive = the rest.
C1s block	Cathepsin G inh	CatS inh	FXIIa mix inh	ROCK2 inh	CatL block	FXIa inh mix	PKA inh	JNK3 inh	smiles
2	7	21	-8	2	5	11	0	-4	CC(C)(C)n1nnnc1C(c1ccccc1)N1CCc2ccccc2C1 (centres undefined)
19	3	21	9	-1	17	25	-6	-6	COc1cc2c(C(=O)N3CCN(C4CCCCC4)CC3)cn(CC(C)C)c(=O)c2cc1OC
-26	5	2	10	-1	-3	10	-7	-12	CCOC(=O)CCSc1nc(C)cc(C(F)(F)F)c1C#N
-5	2	20	-16	-6	4	7	-1	-1	CCN(CC)CCN1C(=O)C(=O)/C(=C(/O)c2ccc(OCC(C)C)cc2)C1c1ccncc1 (centres undefined)
-6	6	12	7	1	11	8	-6	-5	COCCNC(=O)C(OC(=O)c1cccs1)c1ccccc1 (centres undefined)
5	9	-2	3	/	/	6	9	/	CCN(CC)C(=O)Cn1cnc2c1c(=O)n(C)c(=O)n2C
3	-1	-4	0	2	9	3	7	-3	CNC(=O)Cn1nc(C)c2ccccc2c1=O
-42	-6	0	6	2	6	4	9	-9	CCOc1cc(C(=O)N2CCN=C2SC)cc(OCC)c1OCC
-14	1	18	5	6	-19	1	10	7	Cc1ccccc1NC(=O)CSc1nc(N)c(C#N)c(-c2cccs2)c1C#N
-2	2	-7	4	4	1	3	8	1	CCOC(=O)NC(Nc1cc(C)ccn1)(C(F)(F)F)C(F)(F)F
-1	-1	-6	-18	-3	-3	9	-3	-6	COc1ccc(NC(=O)C2CCCCN2S(=O)(=O)c2ccc(F)cc2)c(OC)c1 (centres undefined)
0	0	-3	30	-1	4	12	-4	16	O=C(Cc1cccs1)Nc1nc2ccccc2s1
6	4	3	-2	/	-4	7	7	/	Cc1ccc(C)c(N2C(=O)CN=C2Nc2ccccc2Cl)c1
-12	1	16	2	5	2	2	13	2	COc1ccc(N2C(=O)c3ccc(NC(C)=O)cc3C2=O)cc1
-17	8	8	-18	14	24	4	4	9	CC1(c2ccccc2)NC(=O)N(CC(=O)N2CCOCC2)C1=O (centres undefined)
15	13	1	-4	3	-7	8	1	-4	O=C(NS(=O)(=O)c1ccccc1)c1ccccc1O
4	-1	-1	-2	-2	-4	9	-3	6	COc1ccc(C(c2nnnn2Cc2ccccc2)N2CCN(C(=O)c3ccco3)CC2)cc1OC (centres undefined)
-8	-3	0	2	1	-41	-2	4	-4	CCOC(=O)C1=C(C)NC2=C(C(=O)CCC2)C1c1cccnc1 (centres undefined)
-16	-14	-1	-14	-3	-5	2	-6	-4	COCCn1nnnc1CN(Cc1cc2cc(OC)c(OC)cc2[nH]c1=O)C1CCCC1
5	9	2	7	3	0	7	0	-4	Cc1nn(C(=O)CN2C(=O)c3ccccc3C2=O)c(C)c1Br
-12	9	11	-1	-7	7	6	6	0	CCOC(=O)c1c(C)n(C)c2ccc(O)c(S(=O)(=O)c3ccccc3)c12
10	10	-3	2	/	16	0	6	/	CC(NC(=O)c1ccc(CS(=O)(=O)Cc2ccccc2F)o1)c1ccc2c(c1)OCCO2 (centres undefined)
3	12	-1	3	-12	15	-3	-2	-10	CC1CCN(C(=O)C2CCN(CCCc3ccccc3)CC2)CC1
4	-5	7	-2	1	31	-1	0	-1	Cc1ccc(Cn2c(SCCN3CCCCC3)nc3c2c(=O)[nH]c(=O)n3C)cc1
8	4	0	4	-2	-6	11	2	-1	Nc1ccc(N2CCOCC2)c(Cl)c1
-11	0	14	-15	6	8	5	9	9	C=CCN1C(=O)C(O)(CC(=O)c2ccccc2)c2ccccc21 (centres undefined)
11	8	-4	-4	5	10	6	7	-2	CN1CCN(S(=O)(=O)c2ccc(Sc3nnc(-c4cccs4)n3-c3ccccc3)nc2)CC1
-17	-7	15	5	10	10	3	10	3	Cc1cc(C)c(C#N)c(SCS(=O)c2ccc(C(C)(C)C)cc2)n1 (centres undefined)
13	7	-3	1	/	7	3	6	/	CCN1CCN(CC(=O)Nc2cc(F)ccc2C)CC1
8	2	-19	3	2	-18	9	6	1	CCC(C)n1cnc2c(c1=O)c1nc3ccccc3nc1n2-c1ccc2c(c1)OCCO2 (centres undefined)
8	10	-1	-10	0	17	1	5	1	CN1CCN(CCCC(=O)c2ccc(F)cc2)CC1
6	2	-4	9	2	4	-1	13	-3	CCN(c1ccccc1)S(=O)(=O)c1ccc(C(=O)Nc2nnc(COC)o2)cc1
-8	9	4	4	4	8	-2	6	-3	O=C(NC1CCCCCC1)c1c(O)c2ccccc2[nH]c1=O
-3	1	-4	5	/	-1	8	-4	/	O=C(O)CSCc1cnn(-c2ccccc2)c1-n1cccc1
/	/	/	/	-2	6	/	-6	1	O=C(COc1ccc(-c2nnc(N3CCCCC3)c3ccccc23)cc1)N1CCCCC1
-41	0	-11	-20	0	-6	7	7	9	CN(CC(=O)NC1CCCCC1)S(=O)(=O)c1ccc(Cl)cc1
1	9	2	1	-6	-36	1	2	1	O=C(c1ccc2nc(-c3ccco3)c(-c3ccco3)nc2c1)N1CCN(c2ccccc2)CC1
-1	2	-6	2	16	-1	8	7	-3	CCn1c(SCC(=O)Nc2cc(C)on2)nnc1-c1ccncc1
-13	-10	10	1	8	/	2	10	3	COc1cccc(C(=O)COC(=O)C(C)N2C(=O)c3ccccc3C2=O)c1 (centres undefined)
2	7	-5	5	2	/	0	5	-3	CC(C)(C)N1C(=O)c2ccc(C(=O)Nc3nccs3)cc2C1=O
14	14	-4	6	-9	-9	5	-1	-2	O=C(NCCCN1CCOCC1)c1ccccc1-c1ccccc1
-3	5	-3	6	-4	-80	6	-10	-7	COc1cc2c(O)c3c(c(-c4ccc5c(c4)OCO5)c2cc1OC)C(=O)OC3
-9	-1	-2	-4	4	-1	32	0	-5	Cc1ccc(S(=O)(=O)NCc2cn3ccsc3n2)c(C)c1
-4	-1	15	12	/	21	6	/	/	CCN(CC)C(=O)C1CCCN(Cc2ccc(OC)c(C)c2C)C1 (centres undefined)
-1	-2	9	3	-2	16	8	-6	3	CCOc1ccccc1NS(=O)(=O)c1ccc(OC)c(OC)c1
-20	-2	2	5	/	/	-7	8	/	COc1cccc(N2CC(O)=C(c3nc4ccccc4c(=O)[nH]3)C2=N)c1
12	7	-13	4	-4	-8	5	-4	0	CCOC(=O)c1cc2c(ccn2C)n1Cc1ccccc1C
4	7	12	-18	7	/	-4	4	3	Cc1ccccc1-c1nc(CS(=O)(=O)CC(=O)Nc2cc(F)ccc2F)c(C)o1
-19	-6	-3	10	4	-6	-1	10	-6	Cc1ccc2c(CC(=O)O)coc2c1
7	13	6	3	0	7	4	2	0	Cc1cc(S(=O)(=O)Nc2ccccc2C)ccc1F
8	9	9	-40	4	13	3	4	-1	CCOC(=O)c1[nH]c(C)c(/C(O)=C2\C(=O)C(=O)N(CCN(C)C)C2c2ccco2)c1C (centres undefined)
-7	-3	15	5	-9	4	3	3	-14	COc1ccc(OCC(O)Cn2c(=N)n(CCN3CCCCC3)c3ccccc32)cc1 (centres undefined)
-3	3	3	8	-1	10	13	-2	8	Cc1ccc2[nH]c(=O)c(CN(CCCN3CCOCC3)Cc3nnnn3C3CCCC3)cc2c1
7	10	-4	3	1	9	4	4	-1	CCCC(c1nnnn1Cc1ccco1)N1CCN(C2CCCC2)CC1 (centres undefined)
0	10	-4	-17	1	1	2	5	-7	CCCCn1c(SCc2ccc(C(=O)OC)o2)nc2cc(S(N)(=O)=O)ccc21
7	4	10	-19	-3	9	3	-4	11	Cn1c(Cc2ccccc2)nnc1SCC(=O)c1ccc(Br)s1

# Next part; it opens with the two that closed the last part.
C1s block	Cathepsin G inh	CatS inh	FXIIa mix inh	ROCK2 inh	CatL block	FXIa inh mix	PKA inh	JNK3 inh	smiles
0	10	-4	-17	1	1	2	5	-7	CCCCn1c(SCc2ccc(C(=O)OC)o2)nc2cc(S(N)(=O)=O)ccc21
7	4	10	-19	-3	9	3	-4	11	Cn1c(Cc2ccccc2)nnc1SCC(=O)c1ccc(Br)s1
2	0	1	12	5	5	0	8	3	OCC1N=C(c2ccccn2)OC1c1ccccc1 (centres undefined)
-29	-4	-5	7	5	-13	1	5	-2	Cc1ccc(S(=O)(=O)c2cc3c(=O)n4cccc(C)c4nc3n(Cc3ccco3)c2=N)cc1C
-3	-3	3	-19	7	43	3	18	0	c1ccc(CNc2ncnc3ccccc23)cc1
7	8	-5	2	/	/	6	10	/	COc1ccc(N=C(N(C)C)P(=O)(N(C)C)N(C)C)cc1
7	6	-1	2	6	8	5	6	0	CCCCOCP(=O)(CCCC)COCCCC
3	13	6	0	6	18	1	8	0	Cc1noc(C)c1S(=O)(=O)N1CCCC(C(=O)Nc2ccc(Cl)cn2)C1 (centres undefined)
1	4	-4	-12	-1	6	-1	4	-4	CC(C)OC(=O)CSc1nnc(-c2ccc(Cl)cc2Cl)n1N
0	-1	-2	3	-3	3	2	16	-9	Cc1ccc(-n2nnnc2SCC(=O)NC(=O)Nc2ccc3c(c2)OCCO3)cc1
8	6	3	10	8	3	2	9	6	CC(C)(C)C(=O)C(Oc1cccc2nonc12)n1cncn1 (centres undefined)
-18	-5	15	3	3	22	4	5	6	CCOC(=O)N1CCC(NC(=O)Cn2cccc2C(=O)c2ccccc2C)CC1
-20	-11	/	6	3	23	-1	9	3	Cc1cc2c(nn1)CCc1nonc1-2
1	0	-4	1	4	6	11	12	1	Cc1nnc(SCC(=O)NCCN2C(=O)CSC2=O)s1
-1	5	-1	-15	-3	-1	-2	3	-2	Cc1nn(C)c(N)c1C(O)(c1nccn1C)C(F)(F)F (centres undefined)
/	/	/	/	-3	-3	/	4	2	CC1CCN(c2[nH]c(=S)c(C#N)c3c2CCCC3)CC1
-32	-5	15	2	5	11	1	9	-4	O=C(c1ccccc1)N1CCN(S(=O)(=O)N2CCCCC2)CC1
-14	-13	-5	7	3	-5	-14	9	2	O=C(c1ccc(C(=O)N2CCN(c3ccccc3F)CC2)nc1)N1CCN(c2ccccc2F)CC1

# Copied from the list:
# Value for O=C(c1ccccc1)N1CCN(S(=O)(=O)N2CCCCC2)CC1 under ROCK2 inh: 5
# Value for Cc1nn(C)c(N)c1C(O)(c1nccn1C)C(F)(F)F (centres undefined) under FXIIa mix inh: -15
# Value for Cc1nnc(SCC(=O)NCCN2C(=O)CSC2=O)s1 under Cathepsin G inh: 0

# Further structures follow.
C1s block	Cathepsin G inh	CatS inh	FXIIa mix inh	ROCK2 inh	CatL block	FXIa inh mix	PKA inh	JNK3 inh	smiles
18	16	2	1	8	-3	24	11	0	O=C(CS(=O)(=O)Cc1ccccc1)NCc1ccc2c(c1)OCO2
-67	2	2	-21	4	2	1	3	1	CCOc1ccccc1Nc1nc(N)nc(CN(C)C2CCCCC2)n1
-17	1	8	-1	3	16	16	4	-2	CC(C)(CNC(=O)c1cc2ccccc2o1)N1CCOCC1
-43	-2	17	1	1	2	7	0	-3	O=C(Nc1ccc2nc3n(c(=O)c2c1)CCCCC3)c1ccccn1
-24	-4	48	-2	/	7	1	8	/	COc1ccc(CCC(C(O)C(F)(F)F)S(=O)c2ccccc2)cc1 (centres undefined)
/	/	/	/	3	1	/	6	7	N#CC1=C(N)NC(SCc2ccc(Cl)cc2)=C(C#N)C12CCCCC2
3	8	-1	3	4	5	5	14	3	Cc1ccc(S(=O)(=O)N(C)c2nonc2C)cc1
-23	-1	-1	3	/	/	6	1	/	CCN1CC2=C(OC(N)=C(C#N)C2c2cccs2)/C(=C/c2cccs2)C1 (centres undefined)

# From PubChem BioAssay
